Screening data deposited in PubChem by National Center for Advancing Translational Sciences (NCATS).
IL1B secr inh = inflammasome signaling inhibition, IL-1 beta readout; 360,000 compounds, 4.7% hits; activity change, % at 57.5 µM; THP-1 LPS/ATP IL-1B secretion, AlphaLISA, 16 h; stronger effect = lower value; in the data active = activity change below about -50%; inconclusive = mostly about -30% to -49%; note: % is set by controls: 0 for no effect and ±100 for the full control effect
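Secreted IL-1B measured by AlphaLISA bead assay after 16 h compound exposure of THP-1 cells; compounds (final up to 57.5 uM) added 1 h before LPS (250 ng/mL) and ATP (1.25 mM) stimulation; lower signal means less secretion.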
MCF10A rereplic = DNA re-replication induction in MCF 10a cells | MCF 10A DNA re-replication, Hoechst nuclear intensity, 48 h | Potency, µM (doses to about 46.1 µM), for the others: top-dose activity, positive = re-replication, hits mostly activators | 350,000 compounds, 2.9% hits; note: potency is the fitted concentration of half-maximal effect; % of control where 0% means no effect; nearly all actives have a fitted effect of over 50% in size
KB-3-1 tox = kills parental KB-3-1 adenocarcinoma cells. AID 1347075. Potency, µM (doses to about 46.1 µM), for the others: at the highest dose activity change, negative = cytotoxic, hits mostly cytotoxic. 400,000 compounds, 1.4% hits. KB-3-1 viability, CellTiter-Glo ATP luminescence, 72 h; note: potency is the fitted concentration of half-maximal effect; % is set by controls: 0 for no effect and ±100 for the full control effect; nearly all actives have a fitted effect of over 60% in size
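72 h, 37 °C compound treatment of KB-3-1 parental cells; CellTiter-Glo added, 10 min, luminescence read. Data corrected against DMSO-only plates and normalized before curve fitting.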
SW480 rereplic = induces DNA re-replication in SW480 colon adenocarcinoma cells | SW480 DNA re-replication, Hoechst DNA content imaging, 48 h | Potency, µM (doses to about 46.1 µM), inactives show top-dose re-replication activation, usual class: activators | 340,000 compounds, 1.8% hits; note: potency is the fitted concentration of half-maximal effect; % of control where 0% means no effect; nearly all actives have a fitted effect of over 55% in size
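First, 250 cells per well were seeded. Next, compound or vehicle (23 nL) was pinned in, plates sat 48 hr at 37 C. Finally Hoechst was added for 40 min before fluorescence scanning.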
HepG2 viability = HepG2 cytotoxicity, counter-screen for TGF-b inhibitors; 410,000 compounds, 0.76% hits; Potency, µM (highest dose often 46.1 µM), for inactives: at the highest dose activity change, negative = cytotoxicity, actives largely listed as cytotoxic; HepG2 CAGA-GFP viability, ATP luminescence, 18 h; note: potency is the fitted concentration of half-maximal effect; some results filed as inactive show a strong effect at the top dose
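HepG2 CAGA-GFP cells (1000/well, DMEM with 1% FBS) received compound, then TGF-beta at 500 pg/mL final, and were incubated 18 hours at 37 degrees C. Viability was read by CellTiter-Glo luminescence. Media-only wells were set as complete cell-killing and DMSO as no toxicity.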
S2 tox = cell viability loss in ATXN counter-screen; 400,000 compounds, 0.49% hits; Potency, µM (top dose mostly 56.7 µM), most hits filed as cytotoxic; AID 651635; S2 cells (HEK-293 line with an ATXN2-luciferase reporter) viability, CellTiter-Fluor protease fluorescence, 24 h; note: potency is the fitted concentration of half-maximal effect; nearly all actives have a fitted effect of over 40% in size
ATXN2 expr inh = reduces ATXN2 reporter expression in HEK-293 cells; HEK-293 ATXN2-luciferase reporter, luminescence, 24 h; Potency, µM (titrated, usually from 57 µM), for the others: at the top dose activity change, negative = inhibition, hits mostly inhibitors; 360,000 compounds, 0.72% hits; note: potency is the fitted concentration of half-maximal effect; % is set by controls: 0 for no effect and ±100 for the full control effect; nearly all actives have a fitted effect of over 55% in size
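qHTS (up to 57 uM final) was run with 24 h compound exposure of reporter cells at 37 °C. Each well was multiplexed: SteadyGlo luminescence measured ATXN2-luciferase expression after a fluorogenic Gly-Phe-AFC viability readout (25 uM final).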
HT1080 IDH1KD tx = toxicity to HT-1080 IDH1 knockdown cells (counter line) | 360,000 compounds, 2% hits | Potency, µM (doses to about 46.1 µM), for inactives: top-dose activity, negative = toxicity, actives largely listed as cytotoxic | HT-1080 IDH1 knockdown viability, ATP luminescence, 48 h;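 note: potency is the fitted concentration of half-maximal effect; 0% = DMSO wells and -100% = cell-free medium wells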
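Luminescent ATP read-out (CellTiter-Glo, 10 min at room temperature) after 48 h compound exposure at 37 °C gave viability of IDH1-knockdown HT-1080 cells. Activity was normalised to DMSO and cell-free wells, then fitted as concentration-response curves.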
HT1080-NT tox = kills 2HG-producing HT-1080-NT fibrosarcoma cells | HT-1080-NT fibrosarcoma viability, CellTiter-Glo ATP luminescence, 48 h | Potency, µM (series often up to 46.1 µM), without a hit: top-dose activity, negative = less viability, most hits filed as cytotoxic | 360,000 compounds, 1.6% hits | AID 686970;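 note: NT is the 2HG producing partner of a matched IDH1 knockdown line; potency is the fitted concentration of half-maximal effect; 0% = DMSO-treated cells and -100% = media-only wells without cells; nearly all actives have a fitted effect of over 55% in size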
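A 48-hour cytotoxicity screen used HT-1080-NT cells plated 2 hours before compound delivery. ATP-based CellTiter-Glo luminescence measured viability, normalized to DMSO and no-cell controls.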
An asterisk follows results filed as active; i = inactive; ? = inconclusive; . = not tested or not shown; [ ] = dose if it differs, or a comment. Unless noted, calls come from the whole dose curve; as a rule, active = well fitted curve in the direction sought with a large enough effect; inconclusive = small, poorly fitted or top-dose-only effect, or another doubt; inactive = no such curve, though single readings can be large; an effect the other way counts as inactive or inconclusive.

mol | IL1B secr inh | MCF10A rereplic | KB-3-1 tox | SW480 rereplic | HepG2 viability | S2 tox | ATXN2 expr inh | HT1080 IDH1KD tx | HT1080-NT tox
Cc1nnc(SCC(=O)Nc2ncc(S(=O)(=O)c3ccc([N+](=O)[O-])cc3)s2)s1 | 0 | 3% | -14% | . | -10% | i | -4% | 12% | 15%
CCC(C(=O)OC)(C(=O)OC)c1ccc([N+](=O)[O-])cc1 | 10 | 11% | -5% | -40%[inhibitor][1.84 µM] | -9% | i | -1% | 4% | 2%
CCN(CC)CCn1c(NCc2cccc(OC)c2)nc2ccccc21 | ? | 0% | 4% | -2% | -14% | i | -22% | 3% | -4%
O=C(C1=C(O)C(=O)N(CCN2CCOCC2)C1c1cccc(F)c1)c1cc2ccccc2o1 (configuration not stated) | 3 | 4% | 3% | -28% | -17% | ? | . | -4% | 1%
Cc1cc(SCC(=O)N2CCC(c3noc4ccc(F)cc34)CC2)nc2ccccc12 | ? | 23% | -14% | 2% | -1% | i | -19% | 1% | 0%[9.24 µM]
CC12CCC(O)CC1=CCC1C2CCC2(C)C1CCC21CCC(=O)O1 (configuration not stated) | -1 | ? | ? | -66%[inhibitor] | -1% | i | 0% | 2% | -2%
COc1ccc(CNC(=O)CN(Cc2cccs2)C(=O)CCC(=O)Nc2ccccn2)cc1 | 10 | 0% | 0% | -8% | -10% | ? | -14% | 3% | 3%
CCc1ccc(NS(=O)(=O)c2ccc3[nH]c4c(c3c2)CCCCCC4)cc1 | . | . | -4% | . | -100% | ? | 11% | . | .
COCCNc1oc(/C=C/c2ccccc2)nc1C#N | -21 | 15% | 12% | 1% | 6% | . | 55%[activator] | 0% | 3%
CCOC(=O)c1c(C)oc2ncnc(Nc3ccc(CC)cc3)c12 | . | . | 20% | . | 4% | i | 7% | . | .
Clc1ccc(-c2nnc(SCc3cn4ccsc4n3)n2CC2CCCO2)cc1 (configuration not stated) | -4 | 10% | 14% | -2% | -26% | i | 5% | 2% | 5%
Cc1cccc(NS(=O)(=O)c2nnc(NC(=O)c3ccccc3F)s2)c1 | 0 | 1% | 12% | -9% | -51% | i | -17% | -6% | -16%
COc1ccc(-c2noc(CCCC(=O)O)n2)cc1 | 0 | 189%[0.0737 µM] | -2% | -5% | -5% | i | 4µM* | -2% | -2%
O=C(Nc1cccc(Cl)c1)c1ccc(NC2=NC3CS(=O)(=O)CC3S2)cc1 (configuration not stated) | -9 | -6% | 29% | -9% | 2% | i | 0% | 12% | 20%
COC(=O)c1ccc(N2CCN(C)CC2)c(NC(=O)c2cc3ccccc3o2)c1 | 8 | 1% | 1% | -4% | -2% | i | -8% | 2% | -1%
Cn1c(=O)cc(OCCCC(=O)NCCC2=CCCCC2)c2ccccc21 | 4 | 3% | -10% | -6% | -2% | i | 8% | -20% | 5%
Cc1nc2cncc(Br)c2n1C | -3 | -1% | 20% | -1% | 116% | i | -1% | 19% | 12%
COc1cccc(CNc2ccc(F)c([N+](=O)[O-])c2)c1O | ? | -4% | -2% | 16% | 0% | i | 1% | -14% | -11%
CCCNC(=O)C1(CC2CC(c3ccccc3)=NO2)CCN(C(=O)C2(C)CC2)CC1 (configuration not stated) | 5 | -22% | ? | -6% | 2% | i | 13% | 2% | 4%
Cc1ccnc(NC2c3ccccc3C(=O)N2Cc2ccccc2Cl)c1 (configuration not stated) | 38 | 1% | -6% | 0% | 6% | i | 3% | 5% | 15%
O=C1C2C3C=CC(C2C(=O)N1C1CCCCC1)C1C2C(=O)N(C4CCCCC4)C(=O)C2C31 (configuration not stated) | 16 | 0% | -10% | -7% | -4% | i | -2% | 3% | 8%
O=C(NCc1ccccc1)C1C(=O)Nc2ccccc2C(=O)N1C1CCCC1 (configuration not stated) | 0 | . | 12% | . | . | . | . | 10% | 15%
O=[N+]([O-])c1cc(CN2CCC(O)CC2)ccc1Cl | 7 | 1% | -3% | -3% | 23% | i | 9% | -1% | 29%
Cc1ccc(S(=O)(=O)Nc2nc3c(s2)C(=O)CC(C)(C)C3)cc1 | 37 | -3% | 0% | ? | -8% | i | 6% | -2% | -1%
Cc1cccc(N2CCN(C(=O)c3cccc(S(=O)(=O)N4CCCCC4)c3)CC2)c1C | 17 | 15µM* | ? | ? | -2% | ? | ? | ? | ?
Cc1cc(OCC(=O)O/N=C(\N)c2ccccc2)cc(C)c1Cl | -8 | 2% | -6% | 4% | -36% | i | 4% | ? | -2%
COc1ccc(Cl)cc1N(CC(=O)Nc1ccccc1SC)S(C)(=O)=O | -21 | 11% | -9% | -1% | -14% | i | -6% | -14% | -14%
O=C(Nc1ccc2c(c1)OCCO2)c1cccs1 | -23 | 9% | -3% | 8% | -32% | i | 13% | -14% | -13%
CC1CC(=O)N(CC(=O)Nc2ccccc2F)c2ccccc2S1(=O)=O (configuration not stated) | 1 | -6% | 5% | 16% | -33% | i | 5% | 1% | 4%
CCCn1c(=N)n(CC(=O)C(C)(C)C)c2ccccc21 | -7 | -3% | 3% | 1% | 0% | i | -14% | -16% | -13%
CCOc1ccc(-c2oc3ccccc3c(=O)c2O)cc1OCC | . | . | -17% | . | -23% | i | -32% | . | .
Cn1nc(C(=O)Nc2nc3ccccc3[nH]2)ccc1=O | -21 | 0% | 0% | -2% | -25% | ? | 1% | 9% | -2%
CCC(C)[C@H](NC(=O)Nc1ccc(Oc2ccccc2)cc1)C(=O)O (some centres not stated) | 33 | -4% | 20% | -1%[9.22 µM] | 7% | i | 2% | -1% | -1%
CC(C)c1nc2c(c(=O)c3ccccc3n2C)c(=O)n1CCc1ccccc1 | . | 1% | 1% | ? | -40% | i | -20% | 0% | -6%
COC(=O)[C@@]1(Cc2ccc(F)cc2)[C@H]2c3cc(C(=O)N(C)C)n(Cc4cc(F)cc5c4OCOC5)c3C[C@H]2CN1C(=O)c1ccccc1 | ? | . | ? | . | . | ? | -16% | ? | -25%
COc1ccc(-c2oc(=O)c3cc(OC)c(OC)cc3c2/C=C/c2ccc([N+](=O)[O-])cc2)cc1 | -2 | -1% | -25% | -8% | -28% | i | -10% | -5% | 0%
COc1ccc(C(=O)NN2C(=O)C3C4C=CC(O4)C3C2=O)cc1 (configuration not stated) | -8 | -3% | -1% | 1% | 6% | i | 5% | 12% | 1%
O=C(Nn1cnc2ccccc2c1=O)c1ccccc1Cl | 2 | -3% | -3% | 22% | 6% | i | 21% | 8% | 0%
O=C(Cc1cc(=O)[nH][nH]1)N/N=C/c1ccccc1[N+](=O)[O-] | 27 | -13% | -2% | -9% | -2% | i | -8% | -2% | -2%
CCOC(=O)C1CCN(CCCSc2ccc(C)cc2)CC1 | 3 | 1% | 3% | 0%[1.84 µM] | -14% | i | -8% | 5% | -7%
Cc1nn(Cc2ccc(C(=O)Nc3ccccc3F)cc2)c(C)c1Cl | -29 | 23µM* | 2% | -7% | -4% | ? | -3% | -7% | -2%
NS(=O)(=O)c1ccc(NC(=O)CN2CCN(Cc3ccccc3)CC2)cc1 | 24 | 2% | 1% | -4% | -4% | ? | 1% | 0% | 9%
COc1nc(-c2ccccc2)c2cc(C)ccc2n1 | 16 | -1% | -1% | -4% | -13% | i | 5% | 5% | 5%
COc1ccc(CC(=O)N2CCCc3ccccc32)cc1 | 4 | 2% | 1% | -6% | -7% | i | 12% | 8% | 4%
C=CCSc1nnc2c(n1)-c1cccc3cccc-2c13 | 27 | 1% | 0% | 12% | -46% | i | 3% | -6% | -14%
c1ccc(C2=NOC(c3nnc(-c4ccccc4)o3)C2)cc1 (configuration not stated) | -2 | ? | 6% | -8% | 0% | i | 19% | 5% | 2%
COc1ccc(/C=C/C(=O)Nc2cc(S(=O)(=O)N3CCOCC3)ccc2N2CCCC2)cc1OC | 0 | 9% | -6% | -8% | -9% | i | -8% | -3% | -4%
Cc1ccc(NC(=O)c2oc3ccc(S(=O)(=O)N4CCCCC4)cc3c2C)c(C)c1 | . | . | -10% | . | 1% | i | -6% | . | .
CCCc1cc(=O)oc2cc(OCc3nn[nH]n3)ccc12 | 0 | -2% | 13% | -14% | 15% | i | -8% | -12% | 22%
COc1ccccc1C(=O)Nc1ccc(S(=O)(=O)N(C)c2ccccc2)cc1 | -11 | -2% | -3% | -10% | -6% | i | 13% | -15% | -1%
O=C(Nc1cccc(C(F)(F)F)c1)C(Sc1ncnc2ccccc12)c1ccccc1 (configuration not stated) | -108* | 1% | -15% | 0% | -27% | i | -12% | -28% | -16%
COc1ccc(C(CNC(=O)c2ccc(-c3ccccc3Cl)o2)N2CCCC2)cc1 (configuration not stated) | -11 | . | -6% | . | 11µM* | . | . | ? | ?
COc1ccc(N2CC(C(=O)NCCC3=CCCCC3)CC2=O)c(OC)c1 (configuration not stated) | -2 | 1% | 5% | -1% | -11% | i | 1% | 12% | 17%

Three entries picked at random from the list so far, as already listed:
mol | IL1B secr inh | MCF10A rereplic | KB-3-1 tox | SW480 rereplic | HepG2 viability | S2 tox | ATXN2 expr inh | HT1080 IDH1KD tx | HT1080-NT tox
O=C(Nc1cccc(C(F)(F)F)c1)C(Sc1ncnc2ccccc12)c1ccccc1 (configuration not stated) | -108* | 1% | -15% | 0% | -27% | i | -12% | -28% | -16%
Clc1ccc(-c2nnc(SCc3cn4ccsc4n3)n2CC2CCCO2)cc1 (configuration not stated) | -4 | 10% | 14% | -2% | -26% | i | 5% | 2% | 5%
O=C(Nn1cnc2ccccc2c1=O)c1ccccc1Cl | 2 | -3% | -3% | 22% | 6% | i | 21% | 8% | 0%

Rows are unselected; about 8.9% have a hit in one of these screens.
